Source: PubChem
HIV peptide binding: inhibitors of HIV fusion peptide binding, primary screen, biochemical, uHTS, fluorescence dequenching (AID 1986); 0.3% of 290,000 active; one-dose inhibition, % at 20 µM; IC50 in µM for titrated hits; cell-free peptide binding, fluorescence dequenching, 30 min; higher % means a stronger effect; in the data active = inhibition mostly above about 52%, no sharp cut-off; inactive = mostly below about 76%; note: some results filed as inactive read as strong as hits
KOR beta-arrestin-1: kappa opioid receptor blockers – cell-based, luminescence, uHTS (AID 1778); KOR beta-arrestin recruitment, luminescence, antagonist mode; higher % means a stronger effect; inhibition, % at 10 µM, or IC50 in µM where a hit was titrated; 0.091% of 290,000 active; in the data active = inhibition above about 50%; note: strong numbers were not always called active
GPR55 beta-arrestin: selective activators of receptor GPR55 – imaging, U2OS cells, beta-arrestin-GFP redistribution, primary screen (AID 1961). U2OS GPR55 beta-arrestin-GFP redistribution imaging; higher % means a stronger effect. activation, % at 10 µM; hits with a dose series show EC50 in µM. 0.048% of 290,000 active;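 active = activation above 40% with more than 50 cells counted in the well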;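 note: U2OS osteosarcoma cells stably expressing GPR55 and beta-arrestin-GFP; plate controls were DMSO negative control for no effect and LPI positive control for full effect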
NOD1 NF-kB reporter: NOD1 signaling inhibitors, primary screen, cell-based, luminescence, uHTS (AID 1578). NOD1-driven NF-kB luciferase reporter cells, luminescence; higher % means a stronger effect. inhibition, % at 4 µM; hits with a dose series show EC50 in µM. 1% of 290,000 active; in the data active = inhibition mostly above about 36%, no sharp cut-off; inactive = mostly below about 34%;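 note: HEK-293T reporter cells stimulated with the NOD1 agonist gamma-tri-DAP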
GPR35 arrestin U2OS: GPR35 antagonists blocking zaprinast-driven arrestin recruitment, primary screen, imaging, U2OS, beta-arrestin-GFP, zaprinast agonist (AID 2058) | U2OS GPR35 beta-arrestin-GFP translocation imaging, zaprinast antagonism; higher % means a stronger effect | one-dose inhibition, % at 10 µM; IC50 in µM for titrated hits | 0.052% of 290,000 active;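 active = inhibition of at least 50% with at least 30 cells and total cytoplasm GFP at most 10,000,000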
GPR55 antagonists: GPR55 antagonists blocking LPI-driven arrestin recruitment, primary screen, imaging, U2OS, beta-arrestin-GFP, LPI agonist (AID 2013) | U2OS GPR55 beta-arrestin-GFP translocation imaging, LPI antagonism; higher % means a stronger effect | inhibition, % at 10 µM; hits with a dose series show IC50 in µM | 0.13% of 290,000 active;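 active = spots per cell inhibited over 60%, with over 100 cells counted and total cytoplasm intensity under 500,000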;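 note: U2OS cells stably carrying GPR55 and arrestin-GFP stimulated by 5 µM LPI near EC80; imaged beta-arrestin-GFP aggregate spots per cell after agonist stimulation; plate controls were LPI-stimulated DMSO wells for no effect and DMSO wells without LPI for full effect; some results filed as inactive read as strong as hits; confirmed hits need IC50 under 10 µM and bright autofluorescent wells are also inconclusive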
NS5 inhibitors: Dengue-2 NS5 methyltransferase inhibitors, primary screen, biochemical, confirmation dose response (AID 588689); Dengue-2 NS5 methyltransferase capping enzyme assay, biochemical; higher % means a stronger effect; inhibition, % at 25 µM; hits with a dose series show IC50 in µM; 0.3% of 340,000 active; in the data active = a potency from the dose series
KOR beta-arrestin-2: kappa opioid receptor activators – cell-based, luminescence, uHTS, primary screen (AID 1777); 0.02% of 280,000 active; activation, % at 10 µM, or EC50 in µM where a hit was titrated; KOR beta-arrestin recruitment, luminescence; higher % means a stronger effect; in the data active = activation above about 50%, passing the limit was not always enough; note: a part of the inactive calls stands beside numbers as strong as those of hits
West Nile virus CPE: West Nile virus antiviral activity, cell-based, CPE readout (AID 1621). West Nile virus-infected cells, CPE inhibition; higher % means a stronger effect. CPE inhibition, % at 10 µM; hits with a dose series show IC50 in µM. 0.02% of 290,000 active; in the data active = a potency from the dose series; note: strong numbers were not always called active
NS5 inhibitors pilot replicate: also measured in NS5 inhibitors; calls as there; inhibition, %; measured here: pilot screen replicate inhibition
Active calls of the source: *; x = not tested or not shown; [ ] = remark or other dose. These rows are one share of the data; rates above refer to the full screens.

SMILES	HIV peptide binding	KOR beta-arrestin-1	GPR55 beta-arrestin	NOD1 NF-kB reporter	GPR35 arrestin U2OS	GPR55 antagonists	NS5 inhibitors	KOR beta-arrestin-2	West Nile virus CPE	others
CCO[C@H]1OC(C(=O)N2CCN(Cc3ccccc3)CC2)=C[C@@H](c2ccc(C(F)(F)F)cc2)[C@@H]1CCCO	-0.3%	13.1%	-0.2%	-38.0%	-4.7%	7.7%	-3.3%	-2.5%	1.0%
CCN(C(=O)COC(=O)CNC(=O)C12CC3CC(CC(C3)C1)C2)C1CCS(=O)(=O)C1 (centres undefined)	-2.1%	6.2%	-0.4%	9.8%	19.4%	16.6%	-1.8%	-2.6%	1.7%
CCCn1nnc(NC(=S)NC(=O)Cc2ccccc2)n1	-0.8%	7.0%	0.3%	-23.0%	-19.7%	0.5%	-2.3%	-9.5%	-0.3%
Clc1ccc(CSc2nnc(NC3=NCCCCC3)s2)cc1	-2.3%	17.6%	-0.1%	26.2%	-8.6%	-2.4%	7.0%	-7.7%	-0.7%
CN(C)C1C(=O)c2ccccc2C1=O	0.5%	x	-0.2%	-27.7%	-8.1%	1.8%	2.2%	-2.5%	0.3%
N#CC1=C(N)OC2=C(CCC/C2=C/c2ccoc2)C1c1ccoc1 (centres undefined)	21.6%	23.1%	0.2%	-17.2%	30.1%	5.1%	x	-3.6%	0.4%
N#Cc1cc(-c2cccc(Cl)c2)c[nH]c1=O	2.9%	-8.7%	-0.3%	-15.2%	-1.3%	15.2%	0.8%	0.2%	-0.1%
COc1ccc(NC(=O)NNC(=O)c2ccc3ccccc3c2O)c(OC)c1	6.8%	-9.4%	-0.1%	-30.0%	-9.8%	14.4%	-5.8%	3.9%	0.3%
CCOC(=O)c1cccc(NC(=O)CSc2nnnn2C)c1	1.8%	5.6%	-0.1%	-3.5%	3.5%	3.0%	4.8%	-4.9%	0.0%
COc1ccc(CCCc2nnc(SCC(=O)Nc3cc(C)ccc3C)o2)cc1	1.5%	25.6%	-0.1%	-33.1%	12.4%	-9.8%	-6.5%	-1.4%	-0.7%
CCN1CCN(c2nc3ccccc3nc2C(C#N)S(=O)(=O)c2ccc(C)cc2)CC1 (centres undefined)	2.9%	-6.3%	0.3%	-12.7%	22.7%	9.1%	-8.2%	-2.0%	x
O=C(/C(C=Nc1ccc(F)cc1)=C(/O)c1ccco1)C(F)(F)F	2.0%	-15.7%	-0.2%	-41.3%	2.9%	-0.1%	-0.7%	-2.4%	-0.9%
COC(=O)C1=C(C)OC(N)=C(C#N)C1c1cc(OC)ccc1OC (centres undefined)	4.2%	-4.2%	-0.1%	-15.0%	-3.2%	29.3%	0.0%	1.5%	-0.4%
C/C(=C\C(=O)c1ccccc1)NCc1ccc(F)cc1	-1.8%	-38.6%	-0.1%	6.0%	13.5%	12.0%	-5.4%	4.3%	0.3%
CCC(C)NC(=O)c1ccccc1NC(=O)CN(c1cc(C)ccc1OC)S(C)(=O)=O (centres undefined)	0.4%	-15.9%	0.7%	26.2%	7.0%	-5.6%	0.8%	8.4%	0.7%
CC(C)Sc1nnc([C@H](C)NC(=O)OC(C)(C)C)o1	7.1%	-9.8%	-0.1%	-1.3%	-5.0%	16.3%	-2.6%	-4.1%	0.0%
CC(C)Oc1ccc(C(CC(=O)O)Cc2ccccc2)cc1 (centres undefined)	-1.7%	-11.5%	0.0%	-10.4%	2.3%	-9.8%	-6.5%	-4.9%	-0.1%
O=C(NCc1ccccc1)C1CCC(=O)N(CCN2CCOCC2)C1 (centres undefined)	1.6%	-8.6%	-0.2%	-24.5%	-4.3%	22.5%	0.9%	-4.5%	0.0%
CC(C)N(C(=O)NC(=O)Nc1ccc(S(=O)(=O)N2CCCC2)cc1)S(C)(=O)=O	1.3%	11.8%	-0.2%	-46.5%	3.6%	9.3%	-21.5%	-0.7%	0.4%
N/C(COc1ccc(C(=O)O)cc1)=N\O	-0.8%	-3.2%	0.2%	-7.3%	-8.9%	-5.3%	-5.6%	0.3%	0.3%
Cc1cc(C)c(C)c(S(=O)(=O)NC2CCN(Cc3ccccc3)CC2)c1C	-1.1%	-33.6%	0.4%	-36.7%	-1.7%	-6.7%	-9.3%	1.8%	-0.8%
Cc1ccc(C2c3sc(=O)[nH]c3SC3C(=O)NC(=O)C32)cc1 (centres undefined)	4.2%	-17.0%	-0.5%	-20.2%	0.4%	0.9%	28.9%	-4.8%	0.3%
Cc1cc(C)nc(NC(N)=NC2CCCCC2)n1	-0.6%	4.8%	-0.1%	-37.4%	-1.3%	-4.0%	-1.9%	-1.9%	-0.8%
COc1ccc2nc(Nc3nc(C)c(CCC(C)C)c(=O)[nH]3)nc(C)c2c1	0.4%	1.2%	-0.2%	-24.0%	-12.7%	19.2%	-6.2%	-1.7%	x
Cc1ccc(N(CC(=O)NCc2ccco2)C(=O)CNS(=O)(=O)c2ccccc2)c(C)c1	0.9%	-17.4%	0.1%	-1.5%	4.2%	-3.5%	0.8%	4.5%	1.0%
O=C(COC(=O)c1cc(Br)c(Br)s1)NCCC1=CCCCC1	4.3%	-4.4%	-0.3%	1.7%	11.1%	4.5%	1.3%	10.0%	-0.5%
CC(=O)NC(C1C(=O)CC(C)(C)CC1=O)(C(F)(F)F)C(F)(F)F	0.1%	-18.1%	-0.1%	-4.8%	13.0%	-11.2%	-4.8%	2.1%	-0.2%
CC(=O)OCc1ccccc1Sc1ccccc1C(=O)NCc1ccccc1	-0.5%	-21.2%	-0.1%	6.8%	16.5%	3.9%	1.5%	5.2%	-0.5%
Fc1ccc(COc2ccc(-c3nnco3)cc2)cc1	0.9%	17.6%	1.1%	-10.4%	6.6%	-6.2%	x	0.2%	0.2%
CC(C(=O)NCc1ccccc1Cl)N1C(=O)c2ccccc2C1=O (centres undefined)	-0.3%	-10.3%	0.5%	-23.0%	-10.9%	-0.2%	-2.2%	-1.2%	0.4%
CC(C)NC(=O)C(=O)Nc1cc2c3c(c1)CCC(=O)N3CCC2	0.5%	-28.6%	-0.1%	2.0%	9.6%	3.2%	-6.2%	3.6%	0.9%
NC(=O)c1ccc(NC(=O)Cc2csc(-c3ccccc3)n2)cc1	-0.4%	-38.4%[20 µM]	-0.1%	-15.7%	-3.4%	2.1%	0.8%	-3.2%	0.5%
COC(=O)c1sc(N)c(C(=O)OC)c1COC(=O)C12CC3CC(CC(O)(C3)C1)C2	2.6%	-28.4%	-0.3%	-18.9%	-8.7%	1.1%	-13.8%	-0.2%	0.2%
CCN(CC)c1ccc(NC(=O)COC(=O)c2cccs2)cc1	-1.0%	-57.0%	0.0%	17.5%	9.3%	-21.8%	8.9%	16.9%	x	NS5 inhibitors pilot replicate=4.8
CC(C)CNC(=O)c1cccc(NC(=O)Cc2ccc(Cl)cc2)c1	5.9%	-15.2%	-0.4%	-0.6%	6.5%	-5.8%	-6.5%	4.3%	-0.8%
COc1cc(OC)c(NC(=O)c2cc(S(=O)(=O)N3CCOCC3)cn2C)cc1Cl	-0.1%	11.5%[20 µM]	0.6%	4.5%	-8.9%	-2.7%	0.7%	0.6%	0.7%
COc1ccc(OC)c(S(=O)(=O)Nc2cc(Cl)cc(Cl)c2)c1	1.3%	9.1%	-0.1%	-41.9%	5.6%	-15.1%	-9.8%	6.5%	-0.9%
CSCC(=O)N1CCCC(N2CCN(c3cccc(C(F)(F)F)c3)CC2)C1 (centres undefined)	0.6%	6.0%	0.3%	-7.8%	-15.7%	1.9%	-6.2%	0.2%	-1.8%
C=CCN1C(=O)C2(OCCCO2)c2cc(CCCC)ccc21	0.1%	-11.1%[20 µM]	-0.4%	5.0%	-6.5%	-10.3%	-7.7%	1.5%	0.3%
CC1(C)CC(CCNC(=O)c2ccc(-n3cnnn3)cc2)CC(C)(C)N1	-1.2%	19.1%	0.0%	-11.3%	8.3%	21.7%	-9.4%	-5.3%	0.3%
O=C(OCC(=O)c1ccco1)c1ccc2ncsc2c1	0.2%	-6.0%	0.0%	-4.6%	-5.4%	4.7%	-0.8%	-4.5%	-0.2%
CCN(CC)C(=O)COc1ccc(-c2nnc(Nc3ccc(OC)c(C(=O)NC)c3)c3ccccc23)cc1	-1.1%	-4.8%	-0.1%	-6.7%	-8.5%	-7.8%	-0.8%	1.5%	1.9%
CCOC(=O)c1oc2ccccc2c1CN1CCCCC1	-1.9%	-42.2%	-0.3%	-7.5%	16.9%	9.0%	2.4%	3.4%	-0.1%
O=C(COc1ccc([N+](=O)[O-])cc1)NNC(=O)c1cccs1	-1.0%	5.7%[20 µM]	-0.1%	-12.5%	-1.7%	-1.6%	-4.7%	-4.5%	0.9%
COc1cc(/C=C/C(=O)OCC(=O)N2CCN(S(=O)(=O)c3ccc(C)cc3C)CC2)ccc1O	3.4%	-26.3%	1.0%	-13.0%	-4.6%	2.4%	5.1%	2.9%	-0.8%
CN(CC(=O)NCc1cccnc1)S(=O)(=O)c1ccc2c(c1)c(=O)n(C)c(=O)n2C	-0.4%	-45.9%	-0.1%	14.8%	6.1%	0.0%	-3.5%	5.7%	0.2%
O=c1[nH]c2cc3c(cc2cc1C(c1nnnn1Cc1ccccc1)N1CCCCCC1)OCCO3 (centres undefined)	1.0%	-6.2%	-0.1%	1.8%	-14.6%	-14.1%	-5.5%	-4.1%	0.1%	NS5 inhibitors pilot replicate=-3.3
COCCCNCC(O)COc1ccccc1F (centres undefined)	1.0%	-47.1%	-0.1%	-15.8%	-3.3%	-29.2%	-6.0%	1.4%	0.0%
CCc1ccc(NC(=O)CCNC(=O)Cn2ccc3ccccc3c2=O)cc1	1.1%	-8.4%	-0.1%	-27.8%	-1.3%	2.4%	6.5%	2.8%	-0.4%
OC1CC(c2ccco2)NC2(CCCCC2)C1 (centres undefined)	1.0%	-10.8%	-0.3%	23.8%	2.5%	-12.6%	-1.6%	-1.0%	0.1%
COCCOC(=O)C1=C(C)Nc2nc(C)nn2C1c1ccccc1 (centres undefined)	-1.0%	34.9%	0.1%	-9.2%	7.4%	18.1%	-8.9%	5.1%	0.3%	NS5 inhibitors pilot replicate=-6.2
COc1ccc(-n2c(C)nn(C)c2=O)c(OC)c1	-1.8%	5.2%	0.2%	14.4%	4.8%	-6.8%	6.2%	-1.0%	0.5%
COc1ccc(Nc2nc3c(C)cccn3c(=O)c2C=O)cc1	4.2%	-24.7%	-0.1%	-6.6%	-16.2%	-8.5%	-2.0%	2.8%	0.3%
O=C1CN(S(=O)(=O)c2ccc([N+](=O)[O-])cc2)CC(=O)N1	0.5%	-11.3%	0.0%	9.0%	-7.8%	3.0%	-17.9%	-2.3%	-0.3%
